Cav32 inh – blocks human Cav3.2 T-type calcium channel; B-score at 10 µM; actives 4% (n = 100,000); O95180; AID 449739; Cav3.2-expressing cells, Fluo-4 calcium fluorescence FDSS; active compounds read low;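 active = single-dose well whose peak fluorescence ratio is a statistical outlier from its plate by either plate-standardised score or position-corrected B-score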
An asterisk follows results filed as active.

SMILES | Cav32 inh
COC(=O)c1[nH]c(C)c(/C(O)=C2\C(=O)C(=O)N(CCN3CCOCC3)C2c2cccs2)c1C (stereo not given) | -0.39
CNC(=S)NNC(=O)c1cccn(Cc2cccc(Cl)c2)c1=O | 0.135
C=CCn1c(C(C)NC(=O)c2ccccc2)n[nH]c1=S (stereo not given) | -2.39
CSc1nc2sc3c(c2c(=O)n1C)CCC(C)C3 (stereo not given) | -2.62
CCOc1cccc(-c2cc(=O)[nH][nH]2)c1 | -0.0684
COc1cc(C)ccc1NC(=O)c1ccc(S(=O)(=O)N2CCOCC2)cc1 | -0.0163
COc1ccc2[nH]c(=S)[nH]c2c1 | -0.379
C=CCNC(=O)c1cc(=O)c2ccccc2o1 | 0.426
CC(C)c1nnc(NC(=O)c2sc3ccccc3c2Cl)s1 | -2.23
CCOC(=O)C1CCN(C(=O)c2ccc(OC)cc2OC)CC1 | 0.956
Cc1nc2ccccn2c1C(=O)N/N=C/c1ccccc1[N+](=O)[O-] | -0.0748
CCOC(=O)C1CCN(Cc2ccccc2C)CC1 | 0.963
Fc1ccc(Cn2ccc(-c3cnc(-c4ccccc4)s3)n2)cc1 | -0.595
CCN(CCCNC(=O)c1[nH]c(C)c(C(C)=O)c1C)c1ccccc1 | 0.355
NC(Cc1ccc2nonc2c1)C(=O)O (stereo not given) | 0.0866
CCCCn1c(N)c(Sc2ccc(C)cc2)c(=O)[nH]c1=O | -0.465
O=C(Nc1ccc2oc(-c3cccnc3)nc2c1)c1ccc(Br)o1 | 0.191
CC(C)NC(=O)CSCc1ccccc1Cl | 0.796
COc1ccc(OCC(=O)NNc2c3ccccc3nc3ccccc23)cc1 | -2.02
CCOC(=O)Cn1nc(CC)c2ccccc2c1=O | 0.0577
CCOc1ccc(C2CC(c3cccc(OC)c3)n3nc(N)nc3N2)cc1 (stereo not given) | 1.67
Clc1ccccc1OCCCCN1CCCC1 | 0.35
N#CC1=C(O)CCCn2c1nc1ccccc1c2=O | 0.311
CCOC(=O)CSc1nc(N)c2c3c(sc2n1)CCCC3 | -0.288
Cc1ccc(C(C)C)c(OCC(O)CN2CC(C)OC(C)C2)c1 (stereo not given) | -2.41

An excerpt from above in order of the Cav32 inh value, highest first:
SMILES | Cav32 inh
CNC(=S)NNC(=O)c1cccn(Cc2cccc(Cl)c2)c1=O | 0.135
CCOC(=O)Cn1nc(CC)c2ccccc2c1=O | 0.0577
CCOc1cccc(-c2cc(=O)[nH][nH]2)c1 | -0.0684
Cc1nc2ccccn2c1C(=O)N/N=C/c1ccccc1[N+](=O)[O-] | -0.0748
COc1ccc2[nH]c(=S)[nH]c2c1 | -0.379
COc1ccc(OCC(=O)NNc2c3ccccc3nc3ccccc23)cc1 | -2.02

Next results follow:
SMILES | Cav32 inh
Cc1cccc(-n2cnc(C(=O)N/N=C\c3ccc(Br)cc3)c2)n1 | 0.461
CC1(C)Cc2c(sc(NC(=O)c3ccco3)c2C#N)CO1 | -0.648
CCC1=C(OC(=O)N(CC)CC)N2C(=O)OC(=NCCc3c[nH]c4ccccc34)[C@]2(C)[C@H]2C1=CC[C@H]1C(=O)NC(=O)[C@H]12 | -0.931
CCN(CC)C(=O)c1sc(NC(=O)C(Sc2ccccc2)c2ccccc2)c(C(=O)OC(C)C)c1C (stereo not given) | -4.5*
CC1CCN(c2ccccc2N)CC1 | -0.508
Cc1ccc(-c2csc3ncnc(Sc4nnc(CN5CCCCCC5=O)o4)c23)cc1 | -6.69*
CCc1nc2c(cnn2-c2ccc(Cl)cc2)c(=O)n1-c1ccc2c(c1)OCCO2 | 1.34
COc1ccc(CCCc2nnc(SCC(=O)Nc3ccc(C)c(C)c3)o2)cc1 | -0.215
Cc1nc(NC(=O)CSc2nnnn2C)sc1C | -0.167
CCCCOC(=O)c1ccc(NC(=O)c2cnccn2)cc1 | -0.941
CCOC(=O)c1c(C)[nH]c(N=Nc2ccccc2C)c1C | -1.1
CC(C)C(NS(=O)(=O)c1cccc2nsnc12)C(=O)NCCC1=CCCCC1 (stereo not given) | -0.672
COC(=O)[C@@H]1C[C@@]2(O)[C@H](O)[C@H](O)[C@H](O)C[C@H]2N1C/C=C/c1ccccc1 | -1.6
CC(C)Sc1nc2c(c(=O)n(C)c(=O)n2C)n1Cc1ccc(Cl)cc1 | -4.46*
COc1cc(CNc2ccccc2Oc2cc(=O)n(C)c(=O)n2C)cc(OC)c1OC | -0.547
CCCNS(=O)(=O)c1ccc2c(c1)CCCN2C(C)=O | 0.561
CSc1nnc(-c2ccco2)n1-c1ccccc1 | -0.123
COc1ccc(C(=O)Nc2ccc(C(=O)OCC(=O)c3ccccc3)cc2)cc1 | -1.15
Cc1c(C(=O)O)cnc2cc(-c3ccc(Cl)cc3)nn12 | -0.794
CN(C)S(=O)(=O)c1ccc(S(=O)(=O)N2CCCC2)cc1 | 1.16
Cc1ccc(C(=O)NNC(=O)c2ccc(SCC3CCCO3)c([N+](=O)[O-])c2)cc1 (stereo not given) | 0.366
COc1ccc(CN2C(=O)c3cccnc3C2Nc2ccc(C)cc2)cc1 (stereo not given) | -1.35
CCc1ccc(C2C(C#N)=C(N)C(C#N)(C#N)C3=CCC(C(C)(C)C)CC32)cc1 (stereo not given) | -0.946
C=CCSC1=C(C#N)C(c2ccccc2)CC(=O)N1 (stereo not given) | 0.502
O=C(CCc1ccc(S(=O)(=O)N2CCOCC2)cc1)Nc1ccc2ccccc2c1 | -1.09

Next results.
SMILES | Cav32 inh
CC12CC3(C)CC(C)(C1)CC(NC(=O)N1CCCC1)(C2)C3 | -1.5
N[C@@H](C(=O)N[C@@H]1C(=O)N2C(C(=O)O)=C(Cl)CS[C@H]12)c1ccccc1 | -0.245
CCS(=O)(=O)n1nc(-c2ccccc2)cc1N | 0.675
Cc1ccc(C)c(CN2C(=O)C3(OCCCO3)c3ccccc32)c1 | -1.41
COc1cccc(-c2nc(N3CCN(c4ccccc4)CC3)c3ccccc3n2)c1O | 0.209
O=C(OCc1nnn(Cc2ccccc2)c1-c1c(COC(=O)c2ccccc2)nnn1Cc1ccccc1)c1ccccc1 | -1.62
NCCCC[C@H]1CNC(=S)N1CCCCC1CCCCC1 | 0.0383
O=C(NCc1ccc2c(c1)OCO2)c1ccc2c(c1)S(=O)(=O)c1ccccc1C2=O | -1.19
Clc1ccc(CSc2nc3ccncc3[nH]2)cc1 | 0.173
COCCN(CCOC)S(=O)(=O)c1ccc(C(=O)Nc2nc(-c3ccncc3)cs2)cc1 | 0.00727
CCOc1cccc(OCCOCCN2CCCC2)c1 | 0.704
CCOC(=O)c1c(NC(=O)c2ccoc2C)sc(C)c1C | 1.61
N#Cc1nc(-c2ccc(OCc3ccccc3)cc2)oc1NCCCn1ccnc1 | 0.729
Cc1c(NC(=O)OCCSc2nc(N(C)C)nc(N(C)C)n2)sc(=S)n1C | -0.332
COC(=O)C1CCN(C(=O)CSc2nnc(-c3ccncc3)o2)CC1 | -0.155
OC(COc1ccc(Cl)c2ccccc12)CN1CCN(c2ccccn2)CC1 (stereo not given) | -0.0215
CC(C)NC(=O)CN1CCC(O)(c2ccccc2)CC1 | 0.0755
CC(C)(C)c1ccc(S(=O)(=O)N2CCN(CCC#N)CC2)cc1 | -0.0609
CN(C)CCNC(=O)C(C(=O)c1ccc(F)cc1)n1ccccc1=O (stereo not given) | -0.0242
O=C(O)c1ccccc1S(=O)(=O)c1ccccc1CO | -0.0062
COc1ncccc1-c1nnn(-c2ccc(Cl)nc2)n1 | 0.563
CCCCn1c(=O)n(C)c(=O)c2c(C(F)(F)F)cc(-c3ccncc3)nc21 | -1.2
O=C(NCCN1CCCCC1)c1cc(OCC(F)(F)F)ccc1OCC(F)(F)F | 1.11
O=C(c1cccs1)N(C(=O)c1cccs1)c1ccccn1 | -0.0644
C/C(CC(=O)NCCCN1CCOCC1)=N\NC(=O)COc1ccc(Cl)cc1 | 1.54

(listing goes on)
mol	Cav32 inh
COc1cccc(NC(=O)N2CCN(c3cccc(C)c3C)CC2)c1	-7*
CC1(C)CC(=O)C2=C(C1)OC(N)=C(C#N)C2c1ccccc1OC(=O)N1CCOCC1 (stereo not given)	0.353
CCOC(=O)CSc1nc2ccc(NC(=O)CSc3nnnn3Cc3ccccc3)cc2s1	-0.0596
Cc1ccc(C(O)c2nccn2C)o1 (stereo not given)	0.841
O=C(O)CSCC(=O)Nc1cc(C(F)(F)F)ccc1Cl	-0.266
CC(NC(=O)c1ccc(Cn2cc([N+](=O)[O-])cn2)o1)c1ccccc1 (stereo not given)	0.559
Cc1ccccc1OCC(=O)NC(=S)Nc1ccc(Br)c(C)n1	0.415
CCN1C(=O)C(Cc2nc3ccccc3c(=O)n2-c2ccccc2)c2ccccc21 (stereo not given)	-1.35
CCOC(=O)c1cc(NC(=O)N(CC)C2CCCCC2)c(C)nc1C	0.51
C=CCn1c(=O)c2ccccc2n2c(SCC(=O)NCCc3ccccc3)nnc12	0.595
Cc1ccc(C(=O)NCCCCNC(=O)c2ccc(C)o2)o1	0.644
CC1Cn2c(nnc2-c2ccc(F)cc2)S1 (stereo not given)	0.654

Remaining list, next part
mol	Cav32 inh
Cc1occc1-c1nnc(SCC(=O)N2CCN(c3ccccc3)CC2)n1C	0.861
Cc1cccc(NC(=O)CN(C)S(=O)(=O)c2ccc(Br)cc2)n1	-1.08
Cn1c(=O)c2[nH]c(CCCC(=O)O)nc2n(Cc2ccccc2)c1=S	0.561
CC(=O)Nc1ccccc1Nc1nc(NCCO)nc(N2CCCC2)n1	0.738
O=C(CSc1ccc(/C=N/NC(=O)c2cccc(F)c2)o1)Nc1ccccc1	-0.951
O=C(Cc1cccs1)N1CCC(c2nc3c(nnn3Cc3ccccc3Cl)c(=O)[nH]2)CC1	-0.923
c1ccc(-c2ccc(C(c3ccccc3)n3ccnc3)cc2)cc1 (stereo not given)	-3.77
CN(C)c1nc(N)nc(-c2cccnc2)n1	0.514
COc1ccc(CNC(=S)Nc2cccc(C)c2)cc1	-0.596
Cc1cc2n(n1)SC(Nc1ccc(F)cc1)N2 (stereo not given)	-1.05
O=C(CCNc1ccc(Cl)c(C(F)(F)F)c1)c1ccco1	-5.14*
CC(C)(C)C1(C)OC(C(N)=O)C(C(N)=O)O1 (stereo not given)	1.42

Continued.
mol	Cav32 inh
COc1ccc(OC)c2[nH]c(=O)c(CCNC(=O)C(C)C)cc12	0.000227
COc1cccc(NC(=O)c2ocnc2C)c1	0.388
Cc1ccc2nsnc2c1S(=O)(=O)N1CCN(C(=O)C2CCCO2)CC1 (stereo not given)	0.378
Nc1ncnc2c1ncn2C1OC(CO)C(O)C1N (stereo not given)	-0.453
CCc1nc2ccccc2n1Cc1ccc(OC)c(OC)c1	-1.56
O=C(CSc1nnc(C2COc3ccccc3O2)o1)Nc1nccs1 (stereo not given)	-0.198
COc1ccc(C)cc1NC(=O)CSc1nnc(-c2ccccn2)n1Cc1ccco1	-0.473
CCOC(=O)NC(=O)CSc1ccccn1	0.757
O=C(NNc1ccccc1[N+](=O)[O-])Nc1ccccc1	0.625
O=C(CSCc1ccc(F)cc1)N1CCN(c2ccc(F)cc2)CC1	-1.51
Cc1cc(NC(=O)CSc2nc(C(C)C)nc3sc4c(c23)CCCC4)no1	-1.59
O=C(NC1CCCCC1)C(=O)c1c(-c2ccccc2)[nH]c2ccccc12	-0.251

Retrieved one by one from the list above, four records:
mol	Cav32 inh
Nc1ncnc2c1ncn2C1OC(CO)C(O)C1N (stereo not given)	-0.453
Cc1cc(NC(=O)CSc2nc(C(C)C)nc3sc4c(c23)CCCC4)no1	-1.59
CCOC(=O)NC(=O)CSc1ccccn1	0.757
O=C(NC1CCCCC1)C(=O)c1c(-c2ccccc2)[nH]c2ccccc12	-0.251

Other structures.
mol	Cav32 inh
CC(C)C(NC(=O)c1ccccc1NC(=O)c1ccco1)C(=O)O (stereo not given)	-0.15
O=S(=O)(c1ccccc1)n1ccc(-c2cnc(-c3ccccc3)s2)n1	0.0993
O=C1C2CC=CCC2C(=O)N1c1n[nH]c(CCc2ccccc2)n1 (stereo not given)	-1.34
Cc1cc(C(=O)Nc2cnn(Cc3ccc(Cl)cc3Cl)c2)no1	-0.981
Cc1ccc(S(=O)(=O)N2CCCC2C(=O)Nc2nc3ccccc3s2)cc1 (stereo not given)	-2.62
COC(=O)c1ccc(OCC(=O)c2ccc(O)cc2O)cc1	0.0306
CCOC(=O)N1CCN(C(=O)c2ccc3c(SCC(=O)O)c4c(nc3c2)CCC4)CC1	0.641
O=c1cc(N2CCc3ccccc3C2)[nH]c(=O)n1C1CCCCC1	1.56
O=C(NC1CCCCC1)C1CCN(S(=O)(=O)N2CCCCCC2)CC1	0.832
CC(=O)OCC1OC(n2ccc3ccccc32)C(OC(C)=O)C(OC(C)=O)C1OC(C)=O (stereo not given)	0.958
c1ccc(Nc2ccc3c4c(cccc24)CC3)cc1	-0.925
CCOCCn1c(C(C)O)nc2ccccc21 (stereo not given)	0.12

(further entries)
mol	Cav32 inh
Cc1nc(-c2cccc(S(=O)(=O)N3CCCCCC3)c2)cs1	-3.48
CC(C)c1nc2ccccc2n1CCC(=O)O	0.357
O=S(=O)(c1ccc2c(c1)OCCO2)N(Cc1ccc(F)cc1)Cc1nnc(-c2cccs2)o1	-3.49
Cc1ccc(NC(=O)C2CCN(S(=O)(=O)c3cnc[nH]3)CC2)nc1	-0.989
Cc1ccccc1C(=O)c1c[nH]c(C(=O)NCc2ccco2)c1	0.621
CC/C(=N/Nc1ccccc1)c1cnnc(SC)n1	-0.678
O=C(CCn1c(=O)[nH]c2ccccc2c1=O)NCCCN1CCN(c2cccc(Cl)c2)CC1	-7.26*
CCOC(=O)c1c(CN2CCOCC2)n(-c2ccccc2)c2cc(Br)c(OC)cc12	-3.02
CCOC(=O)Cc1csc(NC(=O)CSc2nc(N)c3c(C)c(C)sc3n2)n1	0.123

A portion of the library; the hit share may differ from the screen's.
